DDE Tn7 FP inh = disrupts Tn7 cyclic peptide binding to fibrin D-Dimer-E complex | AID 720508 | P02675 | 0.13% of 370,000 active | FP displacement of FITC-Tn7 peptide from fibrin DD(E); 0% = median of compound wells per plate | inhibition, % at 8.3 µM;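 active = inhibition above the mean of compounds falling within the control limits plus 3 SD of them, cut at about 14% in these data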;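 also: 0% = plate median of compound wells and 100% = 10 µM Aha-Tn7 peptide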
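Assay system: Human fibrin DD(E) protein | Medium: Tris buffer with calcium and detergent, pH 7.8 | Reagent: 0.1 µM fluorescent Tn7 | Compound dosing: Single point at 8.3 µM | Times: 10 min preincubation, 3 h with tracer, room temperature | Detection: Fluorescence polarization of the labelled Tn7 tracer | Controls: Aha-Tn7 high control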
ADAM10 inh = inhibitors of human ADAM10 | AID 720582 | inhibition, % at 7 µM | O14672 | recombinant ADAM10, EDANS/DABCYL FRET peptide cleavage, 3 h | 0.62% of 370,000 active;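 active = inhibition above a per-campaign cutoff equal to the mean of compounds falling between control-based bounds plus 3 SD, cut at about 20% in these data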;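 also: 0% = DMSO wells while the 100% control is not disclosed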
KLK7 zymogen act = activators of human kallikrein-7 zymogen; purified proKLK7, EDANS-DABCYL substrate fluorescence; 100% is mature enzyme control, 0% vehicle; activation, % at 7 µM; 0.9% of 370,000 active; AID 652039;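 active = activation above the mean of all tested compounds plus 3 SD, computed per campaign excluding outliers beyond control limits, cut at about 13% in these data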
Target sequence (P49862 whole entry, looked up): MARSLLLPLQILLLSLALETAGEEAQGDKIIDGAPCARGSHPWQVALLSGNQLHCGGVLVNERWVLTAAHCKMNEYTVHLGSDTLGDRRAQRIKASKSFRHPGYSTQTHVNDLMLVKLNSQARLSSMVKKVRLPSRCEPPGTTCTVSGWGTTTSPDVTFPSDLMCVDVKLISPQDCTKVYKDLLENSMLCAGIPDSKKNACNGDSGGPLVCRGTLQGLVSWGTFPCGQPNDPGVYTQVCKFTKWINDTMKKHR
DDE Tn6 FP inh = inhibitors of Tn6 peptide binding to human fibrin DD(E) | 0.21% of 370,000 active | inhibition, % at 8.3 µM | P02675 | Fibrin DD(E) TRITC-Tn6 fluorescence polarization displacement;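 active = inhibition above a per-campaign cutoff: mean of compounds within control limits plus 3 SD, cut at about 15% in these data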;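 also: 0% = median of all compound wells on the plate and 100% = blocking peptide control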
TDP2 inh = blocks human TDP2 phosphodiesterase activity; O95551; recombinant TDP2, T5PNP hydrolysis, p-nitrophenol absorbance 415 nm; inhibition, % at 12.8 µM; 0.34% of 370,000 active; AID 720702;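 active = inhibition above the mean of all tested compounds plus 3 SD, set per campaign, cut at about 25% in these data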;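 also: 0% = DMSO with enzyme and 100% = buffer with substrate but no TDP2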
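System – recombinant human TDP2 · Quantity – TDP2 enzyme at 120 nM final · Doses – single concentration, 12.8 µM nominal, with 1% DMSO · Incubation – 2 h at 37 °C · Measured by – epi absorbance of p-nitrophenol freed from T5PNP by hydrolysis · Read-out – % inhibition relative to enzyme-containing and enzyme-free wells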
PLC-gamma1 inh = inhibitors of human phospholipase C gamma1 | 0.84% of 370,000 active | inhibition, % at 12.2 µM | AID 720700 | purified PLC-gamma1, fluorogenic substrate, fluorescence; in the data active = inhibition above about 9.5%
ADAM17 inh = inhibits human ADAM17. P78536. 0.83% of 370,000 active. AID 720648. recombinant ADAM17, EDANS/DABCYL FRET peptide cleavage. inhibition, % at 6.95 µM;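 active = inhibition above the mean of compounds lying between control limits plus 3 SD, set per campaign, cut at about 8.5% in these data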;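 also: 0% = DMSO-only wells as the low control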
Target sequence (P78536 215-824 limits assumed): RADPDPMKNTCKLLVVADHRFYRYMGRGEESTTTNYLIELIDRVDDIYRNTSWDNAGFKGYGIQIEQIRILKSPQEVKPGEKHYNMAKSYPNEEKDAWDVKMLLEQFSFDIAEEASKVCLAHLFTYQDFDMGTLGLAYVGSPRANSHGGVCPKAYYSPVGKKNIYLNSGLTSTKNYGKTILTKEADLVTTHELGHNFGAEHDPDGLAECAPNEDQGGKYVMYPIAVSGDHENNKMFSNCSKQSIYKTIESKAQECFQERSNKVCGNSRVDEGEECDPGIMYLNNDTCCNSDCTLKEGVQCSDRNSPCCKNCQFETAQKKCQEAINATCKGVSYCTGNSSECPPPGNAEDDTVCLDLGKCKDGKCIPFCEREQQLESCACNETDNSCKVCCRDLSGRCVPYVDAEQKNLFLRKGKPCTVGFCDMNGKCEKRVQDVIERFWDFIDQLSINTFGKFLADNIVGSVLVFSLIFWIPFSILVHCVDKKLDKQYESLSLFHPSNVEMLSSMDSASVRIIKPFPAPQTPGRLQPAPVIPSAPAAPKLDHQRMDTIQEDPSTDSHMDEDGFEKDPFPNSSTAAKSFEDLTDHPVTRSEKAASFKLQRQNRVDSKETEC
LEDGF integ inh = blocks HIV-1 LEDGF/p75-dependent DNA integration. TR-FRET IN-LEDGF/p75 DNA integration, Eu/Cy5. inhibition, % at 3.7 µM. 0.64% of 370,000 active. AID 743269;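 active = inhibition above the screen-wide mean plus 3 SD, cut at about 13% in these data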;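 also: signal is the Cy5 over europium emission ratio at 671 and 618 nm; 0% = plate median of compound wells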
ASAP1 inh = inhibitors of human ASAP1 ArfGAP activity. Q9ULH1. ASAP1-stimulated ARF1 GTP hydrolysis, GDP FP detection. inhibition, % at 16.5 µM. 0.19% of 360,000 active. AID 624377; in the data active = inhibition above about 25%;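 also: 0% = vehicle with enzyme and substrate and 100% = no enzyme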
ARFGAP1 inhibitor = inhibits rat ARF GTPase activating protein 1; Arfgap1-stimulated ARF1 GTP hydrolysis, GDP FP detection; inhibition, % at 16.5 µM; 0.26% of 360,000 active;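 active = inhibition above a per-plate limit, mean inhibition of low control wells plus 3 SD, cut at about 25% in these data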;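 also: 0% = DMSO wells with enzyme and 100% = wells lacking Arfgap1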
Target sequence (Q62848 1-136 limits assumed): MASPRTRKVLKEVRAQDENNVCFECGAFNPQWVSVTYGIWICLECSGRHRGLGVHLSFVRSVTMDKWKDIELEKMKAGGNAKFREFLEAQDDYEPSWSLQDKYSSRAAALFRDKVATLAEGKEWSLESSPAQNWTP
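Assay system: Rat Arfgap1 GAP domain (His6, aa 1-136), purified enzyme | Buffer or medium: HEPES 25 mM pH 7.5, NaCl 150 mM, MgCl2, DTT | Schedule: GTP hydrolysis reaction 2 h at 25 °C | Signal: FP of antibody-bound GDP Alexa 633 tracer, ex 620/em 688 nm | Measure: Percent inhibition of Arfgap1-stimulated GTP hydrolysis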
An asterisk follows results filed as active; i = inactive; · = no result given.

The line under a structure holds: DDE Tn7 FP inh	ADAM10 inh	KLK7 zymogen act	DDE Tn6 FP inh	TDP2 inh	PLC-gamma1 inh	ADAM17 inh	LEDGF integ inh	ASAP1 inh	ARFGAP1 inhibitor
1: Cc1ccc(-c2c[n+](CC(=O)Nc3c(C)cccc3C)c3n2CCC3)cc1
 : -2	-4	0.0	4	2	1	-2	-1	-5	-5
2: O=C(NCc1ccncc1)C(=O)NCc1ccco1
 : -4	-4	-0.3	2	-3	0	-1	0	-6	7
3: COCCNC(=O)c1cc2c(=O)[nH]c3ccccc3c2s1
 : 0	i	6.5	0	-3	-113	-222	-3	-3	15
4: O=S(=O)(/C=C/C=C/S(=O)(=O)c1ccccc1)c1ccccc1
 : -2	-3	0.0	4	-1	5	-1	-2	-9	-2
5: Cc1ccc(CN(C(=O)c2ccco2)C(C(=O)NC2CCCC2)c2ccc(N3CCOCC3)cc2)cc1 (configuration not stated)
 : -2	5	0.3	-2	16	1	-3	3	2	13
6: NS(=O)(=O)c1ccc(CCNC(=O)CSc2ccc(Cl)cc2Cl)cc1
 : 3	-5	-0.4	1	2	-1	-2	-4	5	-1
7: CC1(C(=O)NS(=O)(=O)c2cccc(C#N)c2)CCN1C(=O)Cc1ccccc1Cl (configuration not stated)
 : -5	-8	0.2	2	3	-2	-4	-1	-2	6
8: CC1CCN(C2(O)C(=O)Nc3ccc([N+](=O)[O-])cc32)CC1 (configuration not stated)
 : -2	17	0.5	-5	-12	10*	11*	2	-4	-10
9: O=C(COC(=O)/C=C/c1ccc([N+](=O)[O-])cc1)NCC1CCCCC1
 : 2	14	-0.1	-2	-7	0	3	2	-12	-6
10: CCOC(=O)Cc1nc(N2CCN(C(=O)C3CCCO3)CC2)c2c(C)c(C(=O)OCC)sc2n1 (configuration not stated)
 : 4	-12	0.3	4	4	-11	-1	1	·	·
11: CC1CCN(C(=O)CSc2ccc(-c3cccc([N+](=O)[O-])c3)nn2)CC1
 : 0	4	-0.6	1	7	3	1	-3	-9	3
12: O=C(COc1ccc(S(=O)(=O)NCc2ccccc2)cc1)NCC1CCCO1 (configuration not stated)
 : 7	-1	0.1	-3	-11	2	-1	-3	8	15
13: COc1cccc2c1OCC(C(=O)OCc1cccnc1)=C2
 : -1	-3	1.5	-3	4	-14	-1	6	-6	-11
14: COc1ccc(N(CC(=O)NCc2cccnc2)S(=O)(=O)c2ccccc2)c(OC)c1
 : 1	-2	0.1	1	0	4	-2	5	6	15
15: Cn1ncc(Cl)c1C(=O)Nc1ccc2c(c1)CCC2
 : 0	2	-0.2	4	8	-3	-3	-2	3	6
16: CC(=O)O[C@H](CC(=O)O)C[N+](C)(C)C
 : 7	-1	-0.1	8	-2	-1	-4	-3	-2	7
17: Cc1nc2ccccn2c1C(=O)/C=C/c1ccc(F)cc1
 : 0	0	-0.4	2	-8	2	-3	0	-1	-4
18: Cc1ccc(C(=O)COC(=O)c2cccc([N+](=O)[O-])c2)s1
 : -3	-10	-0.2	-4	4	2	-3	2	-7	4
19: Cc1ccc(C2CC(c3cccc(Br)c3)Nc3nnnn32)cc1 (configuration not stated)
 : 9	-2	0.1	-1	-6	-3	-3	1	-7	-5
20: N#Cc1c(NC(=O)c2ccc(Cn3cc(Br)cn3)o2)sc2c1CCCCCC2
 : 2	-8	-2.7	0	1	-91	-2	-2	3	17
21: CCOC(=O)N1CCN(C(=O)CSCc2ccc(Cl)cc2)CC1
 : -5	-2	0.0	-2	-17	-1	2	-2	-3	8
22: Cc1ccc(C(=O)Nc2c(-c3cccs3)c(=O)c3ccccc3n2C)cc1
 : -1	-4	0.8	1	0	-9	1	-3	8	2
23: O=C(NC1CCCCCCC1)c1ccc(S(=O)(=O)N2CCCC2)cc1
 : 4	2	-0.1	6	7	-1	-2	0	-10	-2
24: CN(C)[C@@H](CO)c1nnc([C@H](Cc2ccc(O)cc2)NC(=O)C2CCNCC2)o1
 : 4	-4	0.5	1	1	1	-5	4	-6	-9
25: Cc1cc(OCC(O)CNC(C)c2ccccc2)ccc1C(C)C (configuration not stated)
 : -5	-14	0.7	-2	-19	3	2	-7	3	3
26: Cc1ccc(NC(=O)CN(C)CC(=O)Nc2sc3c(c2C(N)=O)CCC3)cc1
 : -6	-11	0.3	-6	-18	-4	1	5	-5	10
27: O=C(COc1ccccc1)Nc1ccc(S(=O)(=O)NCc2ccco2)cc1
 : 1	-6	-0.5	4	-8	-1	1	-2	-5	8
28: COc1ccc(NC(=O)CN2C(=O)CC(C)(C)S(=O)(=O)c3ccccc32)cc1
 : -2	-16	-0.2	2	-7	1	4	-2	6	13
29: Cc1c(C(=O)N2CCOCC2)oc2ccc(S(=O)(=O)N3CCCC3)cc12
 : -3	4	0.3	1	10	-1	-4	1	-18	0
30: O=[N+]([O-])c1cccc(S(=O)(=O)Nc2ccc(S(=O)(=O)NCC3CCCO3)cc2)c1 (configuration not stated)
 : 0	-4	-0.5	-6	-1	-1	-8	-2	-7	16
31: CSCCC(NC(N)=O)C(=O)NCc1ccc(Cl)cc1 (configuration not stated)
 : -1	-1	-0.4	0	-5	6	-3	-2	-4	3
32: CC(C)(C)N(Cc1ccccc1)C(=O)CN1C(=O)NC2(CCCCCC2)C1=O
 : -1	-2	0.0	7	9	5	-2	2	-4	4
33: CC(C(=O)N(C1CC1)C1(C(=O)Nc2ccccc2)CCCC1)N1C(=O)c2ccccc2C1=O (configuration not stated)
 : 1	10	0.7	-3	-8	5	3	-2	-11	9
34: CCCCNC(=O)C1c2ccccc2OCC(=O)N1CCc1ccccc1 (configuration not stated)
 : 2	-21	0.4	-1	6	0	-7	-2	4	-8
35: Cn1cc(-c2csc(C(O)(c3ccccc3)C(F)(F)F)n2)cn1 (configuration not stated)
 : 4	-4	-0.1	0	0	0	1	-4	-9	2
36: Fc1ccc(CN2CCN(c3ncc(Cc4ccccc4)cn3)CC2)c(Cl)c1
 : 1	-2	-0.3	7	-5	1	0	-2	-2	0
37: O=C(c1ccccc1)c1ccc2nc(-c3ccc(NC(=O)c4ccccc4Br)cc3)[nH]c2c1
 : -4	-52	-15	-1	-9	-107	-18	-2	2	12
38: Cc1c(C(=O)Nc2ccc(F)cc2)oc2ccc(S(=O)(=O)N3CCCC3)cc12
 : 0	0	0.1	-6	-2	-1	1	0	0	-1
39: O=C(Nc1ccc(F)cc1)c1ccc(S(=O)(=O)N2CCCC2)cc1
 : -6	3	0.1	10	-6	3	-1	6	7	7
40: Cn1c(=O)c2c(ncn2Cc2cccc(Cl)c2)n(C)c1=O
 : -1	-4	0.2	-9	2	-1	-3	-1	-2	7

Single values from above.
`CC(C)(C)N(Cc1ccccc1)C(=O)CN1C(=O)NC2(CCCCCC2)C1=O` in KLK7 zymogen act: 0.0
`Cc1ccc(C(=O)Nc2c(-c3cccs3)c(=O)c3ccccc3n2C)cc1` in LEDGF integ inh: -3

More results:
The line under a structure holds: DDE Tn7 FP inh	ADAM10 inh	KLK7 zymogen act	DDE Tn6 FP inh	TDP2 inh	PLC-gamma1 inh	ADAM17 inh	LEDGF integ inh	ASAP1 inh	ARFGAP1 inhibitor
41: CC(C)=CCN1CCN(Cc2cccnc2)CC1CCO (configuration not stated)
 : -2	3	-0.5	-1	-6	4	-1	1	6	-2
42: CC1CC(C)CN(S(=O)(=O)c2ccc(C(=O)N(c3ccccn3)C3CCCCC3)cc2)C1 (configuration not stated)
 : -1	-9	-0.2	-8	-15	-1	-2	-3	-14	5
43: COc1cc(OC)c(C2SCCN2S(=O)(=O)c2ccc(F)cc2)cc1OC (configuration not stated)
 : -3	3	-0.9	-1	5	-1	-6	-1	7	-3
44: Cc1[nH]n2c(=O)cc(Cc3ccccc3)nc2c1C#N
 : -3	-3	-0.4	-7	5	-2	-3	-1	-8	-1
45: CC1CN(C2CCN(C(=O)c3ccccc3)CC2)CC(C)O1 (configuration not stated)
 : 3	-6	-1.1	4	3	0	-6	2	-7	-6
46: COc1cc(/C=C/C(=O)OCC(=O)c2c(N)n(C)c(=O)n(C)c2=O)ccc1O
 : -1	-82	0.4	-5	0	-48	-19	1	6	-4
47: COc1ccc(C(=O)C2CCCN(C(=O)Cn3nc(C)cc3C)C2)cc1F (configuration not stated)
 : -5	-4	0.1	-2	9	-1	-7	0	-3	-2
48: CCCCC(=O)N(C)c1c(C)nc2ccc(C(=O)N(C)CCN(C)C)cn12
 : -3	-3	0.5	3	-1	-1	0	4	-6	19
49: CC(C)C[C@H]1COc2cccc(N3CCCCC3)c2S(=O)(=O)N1
 : 7	-6	0.3	-2	1	-6	-2	2	2	10
50: CC(/C=C/c1ccc(Cl)o1)=C\C(=O)O
 : 4	-7	0.1	13	14	-4	-2	1	7	-5
51: COC(=O)C1C(=O)c2c([nH]c(C(=O)OCC3CCCO3)c2C)CC1C (configuration not stated)
 : 5	-12	0.3	-5	1	-3	-5	7	7	-2
52: Cc1cc(=O)n2[nH]c(-c3sccc3-n3c(C)ccc3C)cc2n1
 : -4	-159	-2.3	-1	-16	-134	-71	56*	6	4
53: Cc1ccc(SCc2c(C(=O)N/N=C/c3ccco3)nnn2-c2nonc2N)cc1
 : 1	-1	-0.2	5	-1	-4	1	1	-2	12
54: COC(=O)[C@]1(C)CCC[C@@]2(C)C3CC[C@]4(OC(C)=O)C[C@@]3(CCC21)CC4=NO (some centres not stated)
 : 0	-3	-0.8	-5	-4	0	-4	0	-4	-5
55: COc1ccc(C(=O)N(c2ccccc2)C2C=CS(=O)(=O)C2)cc1 (configuration not stated)
 : 7	-8	0.5	5	-8	-3	-6	-1	-9	-4
56: CC[C@]12c3[nH]c4ccc(OC)cc4c3CCN1C(=O)C(CC(=O)NCCN1CCOCC1)C[C@@H]2C(=O)N1CCN(C(=O)c2ccco2)CC1 (some centres not stated)
 : -1	-26	0.7	-4	6	1	0	-2	5	14
57: O=C(Nc1ccon1)C(Sc1ccccc1)c1ccccc1 (configuration not stated)
 : -1	2	-0.7	6	3	-1	0	2	5	8
58: CCCC1(c2ccccc2)NC(=O)N(C/C=C/Cl)C1=O (configuration not stated)
 : -8	4	-0.4	2	3	1	1	0	-18	-1
59: Cc1[nH]c2ccccc2c1C(=O)CSc1nncn1C
 : 7	1	0.2	7	3	1	0	0	-1	4
60: COCc1cc(C)nc(OCC(=O)N/N=C/c2cccc(OC)c2)c1C#N
 : -7	-96	0.3	6	5	-11	-30	-3	7	8
61: N#CC(c1ccccn1)(c1ncc(C(F)(F)F)cc1Cl)N1CCOCC1 (configuration not stated)
 : 3	-3	0.2	2	2	-1	-6	-3	8	-7
62: C=CCN1[C@H](CC(C)C)COc2cccc(N3CCCC3)c2S1(=O)=O
 : -2	-12	0.2	-3	-13	-5	-8	-3	·	·

Screening data from PubChem.

Hits appear at their usual frequency, and some 4.2% of all compounds hit somewhere here.
